# Assay outcomes as filed in PubChem BioAssay.
# PrPC surface inh – inhibitors of human cell surface prion protein PrPC, primary screen, cell-based, TR-FRET. Major prion protein (Homo sapiens), P04156. inhibition, % at 13.8 µM. 370,000 compounds, 0.43% hits. TR-FRET read-out; in the data active means inhibition above about 24%; further: 0% = median of the test wells and 100% = reference compound wells
# * hit, by the source's call. These rows are one share of the data; count on the stated rates, not on these rows.
SMILES,PrPC surface inh
O=C(NCCCc1ccccc1)C1CCN(c2nc(-c3ccc(Br)cc3)cs2)CC1,-3
O=C(Nc1cccc(Cl)c1)OCCN1CCCC12CCC(c1ccccc1)CC2 (stereo not given),-6
N#Cc1cccc(NC(=O)O[C@@H]2CC[C@@]34CCCN3C(=O)CCC[C@H]4C2)c1,4
Cn1c(=O)cc(OCCCC(=O)Nc2cc(-c3cn[nH]c3)ccn2)c2ccccc21,35*
COc1cc(O)c(C(CC(=O)N2CCCC(C)C2)c2ccccc2)c(OC)c1 (stereo not given),-11
O=S(=O)(c1ccccc1)N1CCN(S(=O)(=O)c2ccc3c(c2)OCCO3)CC1,6
NC(=O)C1CCN(c2nc(-c3ccc(OCc4ccccc4)cc3)cs2)CC1,5
Cc1nc2ccccn2c1C(O)(c1ccccc1)c1ccccc1,2
CC(=O)Nc1sc2c(c1-c1nc3ccccc3s1)CCN(C(C)=O)C2,-10
Clc1ccc([C@H]2OC[C@@]3(CNCc4ccccc4)CS[C@H](c4ccc(Cl)cc4)N23)cc1,9
CCC[C@H]1[C@@H](NC(=O)Nc2ccc3c(c2)OCO3)CC[C@@]23CCCN2C(=O)CCC[C@@H]13,10
COc1ccc(C(=O)N[C@H]2CC[C@@]34CCCN3C(=O)CCC[C@H]4[C@H]2C)cc1,-2
COC(=O)CNC(=O)[C@H](Cc1ccccc1)NC1(C(=O)NCCc2c[nH]c3ccccc23)CCCCC1,9
O=C(NCCc1ccccc1)O[C@H]1CC[C@@]23CCCN2C(=O)CCC[C@H]3C1,4
CCOC(=O)C1CCN(C(=O)C(C)(C)NC(=O)Nc2ccc(Cl)cc2Cl)CC1,3

# Looked up above.
# Value for COc1cc(O)c(C(CC(=O)N2CCCC(C)C2)c2ccccc2)c(OC)c1 (stereo not given) under PrPC surface inh: -11
# Value for O=C(NCCCc1ccccc1)C1CCN(c2nc(-c3ccc(Br)cc3)cs2)CC1 under PrPC surface inh: -3

# The list goes on.
SMILES,PrPC surface inh
Cc1cccc(CN[C@@H]2CC[C@@]34CCCN3C(=O)CCC[C@H]4C2)c1,-9
c1ccc(CN2CCN(c3ncnc4sccc34)CC2)cc1,16
COc1cc(NC(=O)c2ccccn2)ccc1NC(=O)c1ccccc1Cl,-6
CN1CCC(N[C@@H](Cc2c[nH]c3ccccc23)C(=O)NCC(c2ccccc2)c2ccccc2)(C(=O)NC2CCCCC2)CC1,-14
O=C(NCCCc1ccccc1)[C@H](Cc1ccccc1)NC1(C(=O)NCCc2c[nH]c3ccccc23)CCC1,0
COc1ccc(CNC(=O)O[C@H]2CC[C@@]34CCCN3C(=O)CCC[C@H]4[C@H]2C)cc1OC,-3
COc1ccc(C2Nc3ccccc3C(=O)N2Cc2ccncc2)cc1COc1ccc(NC(C)=O)cc1 (stereo not given),-2
CCC[C@H]1[C@@H](NCC2CCCCC2)CC[C@@]23CCCN2C(=O)CCC[C@@H]13,4
O=C(NC1CCCc2c1cnn2-c1ccc(F)cc1F)c1cccs1 (stereo not given),-6
FC(F)(F)c1cccc(N2CCN(C(=S)Nc3nccc4ccccc34)CC2)c1,-2
CN1C2=N[C@H](c3ccccc3Br)CC(=O)N2/C(=C\c2ccccc2)[C@@H]1c1ccccc1,12
CN1C2=NC(c3ccccc3)CC(=O)N2/C(=C\c2ccccc2)C1c1ccccc1C(F)(F)F (stereo not given),2
O=C1CCC[C@H]2CC3(CC[C@]24CCCN14)OCCO3,0
Clc1ccc([C@H]2OC[C@@]3(CNCc4ccc5c(c4)OCO5)CS[C@H](c4ccc(Cl)cc4)N23)cc1,12
Cc1ccccc1C1CCC2(CCC(=O)N2CC[C@@H](O)c2ccccc2)CC1 (stereo not given in full),-1
CCCCC(=O)N[C@H]1CC[C@@]23CCCN2C(=O)CCC[C@H]3[C@H]1C,4
Cc1ccc(NC(=O)C2CC3CCC2C3)c(C)c1 (stereo not given),-3
c1ccc(OC2CCN(c3ncnc4sccc34)CC2)cc1,20
O=C1CC(c2ccc3c(c2)OCO3)N=C2N(Cc3ccc4c(c3)OCO4)C/C(=C/c3ccccc3)N12 (stereo not given),6
CCC[C@H]1[C@@H](NC(=O)C2CCCCC2)CC[C@@]23CCCN2C(=O)CCC[C@@H]13,-5
COc1ccc(-c2c(C(=O)c3ccccc3)[nH]c(N)c2C(=O)c2c[nH]c3ccccc23)cc1OC,-2
CCCC/C=C1/[C@H](c2ccccc2)N(C)C2=N[C@@H](c3ccccc3)CC(=O)N21,3
O=C1CC(c2ccc3c(c2)OCO3)N=C2N(CC3CC3)C/C(=C/c3ccccc3)N12 (stereo not given),-2
COc1ccc(CC2CCN(c3ncnc4sccc34)CC2)cc1,15
CCn1cnc2c(NCc3cccnc3)nc(C#N)nc21,-6
Cn1c(=O)cc(OCCCC(=O)Nc2cc(Br)ccn2)c2ccccc21,31*
CS(=O)(=O)N1C[C@]2(c3ccccc3)CC1Cc1ccccc12,-2
CCCC1CCC2(CC1)CCC2OC(=O)Nc1ccccc1OC (stereo not given),-5
COC(=O)CC1CCc2cc(C)cc(C(CC(C)C)NC(=O)[C@H](CC(C)C)NC(=O)OCc3ccccc3)c2O1 (stereo not given in full),2
O=C(OCC#CCSc1nnc(-c2cccc3ccccc23)o1)c1ccc(C(F)(F)F)cc1,2
CCn1c(=O)[nH]n(C/C(C)=C\c2c[n+](Cc3ccc4c(c3)OCO4)c(N)[nH]2)c1=O,-9
Clc1cccc(CNC2CCC23CCCCC3)c1 (stereo not given),8
C[C@H]1[C@@H](NS(=O)(=O)c2ccccc2[N+](=O)[O-])CC[C@@]23CCCN2C(=O)CCC[C@@H]13,-10
O=C(OCC#CCSc1nnc(-c2cccs2)o1)c1ccc(F)cc1,2
CO[C@H]([C@H](C)/C=C/N(C)C=O)[C@@H](C)C(=O)CC[C@H](C)[C@H](O)[C@H](C)[C@H]1OC(=O)/C=C/C(C)=C/C[C@H](O)C[C@@H]2C=CC[C@@H](C[C@H](OC)[C@@]3(CO3)[C@@H](OC)C[C@@H](OC)[C@@H]1C)O2,41*
CCC[C@H]1[C@@H](NC(=O)c2cccc(Cl)c2)CC[C@@]23CCCN2C(=O)CCC[C@@H]13,4
COc1cc(O)c([C@@H](CC(=O)N2CC(C)CC(C)C2)c2ccc3c(c2)OCO3)c(OC)c1 (stereo not given in full),1
CC1CCC2(CC1)CCC2NCc1ccc(Cl)cc1 (stereo not given),-7
CCCCC#CC(CC)NCc1ccc(OC)cc1OC (stereo not given),2
Cc1ccc(S(=O)(=O)N2c3ccccc3C[C@H]2CC=C(c2ccccc2)c2ccccc2)cc1,6
CN1CCC(N[C@@H](Cc2ccccc2)C(=O)NCC(c2ccccc2)c2ccccc2)(C(=O)NC2CCCCC2)CC1,-18
O=C(Nc1ccccc1)OCCN1CCCC12CCC(c1ccccc1)CC2 (stereo not given),0
CC(C)C[C@H](NC1(C(=O)NCCc2c[nH]c3ccccc23)CCN(C)CC1)C(=O)NCCCc1ccccc1,-18
O=C(OCC#CCSc1nnc(-c2cccc3ccccc23)o1)c1sccc1Cl,6
O=S(=O)(c1cc(Cl)cc(Cl)c1)N1CCN(c2nc(-c3cccs3)nc3ccccc23)CC1,0
O=C(Nc1cccc(F)c1)OCCN1CCCC12CCC(c1ccccc1)CC2 (stereo not given),3
CCC[C@H]1[C@@H](OC(=O)NCc2ccc(C(F)(F)F)cc2)CC[C@@]23CCCN2C(=O)CCC[C@@H]13,-10
COc1cccc(C2c3c(ncn(-c4ccccc4)c3=N)Oc3ccc4ccccc4c32)c1OC (stereo not given),5
CCOc1ccc(CCNC(=O)c2cc3sccc3n2Cc2cccc(C)c2)cc1OCC,-6
O=C(NCCCc1ccccc1)[C@H](Cc1c[nH]c2ccccc12)NC1(C(=O)NCCc2c[nH]c3ccccc23)CCOCC1,-2
CC(=O)Nc1sc2c(c1-c1nc3ccccc3s1)CCCNC2,-14
Cc1cc2cc3c(cc2n2c(SCC(=O)Nc4nc(-c5ccccc5)cs4)nnc12)OCO3,-7
CCC(CC)NC(=O)O[C@H]1CC[C@@]23CCCN2C(=O)CCC[C@H]3[C@H]1C,3
c1ccc(C2CCC3(CC2)CCC3NCc2cccs2)cc1 (stereo not given),-6
N#Cc1ccc(C(=O)Oc2coc(CSc3ncccn3)cc2=O)cc1,5
COc1ccc(N2CCN(CCCNC(=O)Cn3c(=O)c4cccn4c4c(C)ccnc43)CC2)cc1,1
COc1cccc(-c2cc3nc(C)c(C)c(N4CCN(Cc5ccco5)CC4)n3n2)c1,0
CCOC(=O)C1CCCCN1C(=O)[C@@H]1CC=C[C@@H]2CCN(c3ccccc3)C(=O)[C@@H]21 (stereo not given in full),0
O=c1cc(N2CCN(c3cccc(C(F)(F)F)c3)CC2)[nH]c(=O)n1-c1ccccc1,-1
S=C(Nc1ccc(Cl)c(Cl)c1)Nc1nnc(-c2ccncc2)s1,11
# Remaining list, next part.
SMILES,PrPC surface inh
C[C@@H]1CN([C@@H](C)CO)C(=O)c2cccc(NC(=O)Nc3cccc4ccccc34)c2O[C@H]1CN(C)S(=O)(=O)c1ccc2c(c1)OCCO2,9
O=C(OCC#CCSc1nnc(-c2cccc3ccccc23)o1)c1ccncc1,-6
CCCC1CCC2(CCCN2CCOC(=S)Nc2ccccc2Cl)CC1 (stereo not given),5
CC1(C)C=Cc2ccc(O)c(C(=O)/C=C/c3ccccc3)c2O1,8
CC(C)C[C@H](NC1(C(=O)NC2CCCCC2)CCOCC1)C(=O)NCC(c1ccccc1)c1ccccc1,2
O=C(NC1CCCc2c1cnn2-c1ccc(F)cc1F)c1ccccc1 (stereo not given),-1
CCCC1CCC2(CC1)CCC2OC(=O)Nc1ccc2c(c1)OCO2 (stereo not given),9
C#CCOCCOCCOCCNc1nc(N2CCOCC2)nc(N2CCN(C(=O)[C@H](CCC(=O)O)n3cc(C(N)CC(C)C)nn3)CC2)n1 (stereo not given in full),-10
O=C(NCc1ccc(Cl)cc1)O[C@H]1CC[C@@]23CCCN2C(=O)CCC[C@H]3C1,2
CC(C)C(NC(=O)[C@H](Cc1ccc(O)cc1)NC(=O)OC(C)(C)C)P(=O)(O)OC(Cc1ccccc1)C(=O)O (stereo not given in full),-2
CCC[C@H]1[C@@H](NC(=O)NCC)CC[C@@]23CCCN2C(=O)CCC[C@@H]13,7
O=C(NCCc1c[nH]c2ccccc12)[C@H](Cc1c[nH]c2ccccc12)NC1(C(=O)NC2CCCCC2)CCCCCCC1,7
C[C@H]1[C@@H](NC(=O)c2ccc(C(C)(C)C)cc2)CC[C@@]23CCCN2C(=O)CCC[C@@H]13,-5
Nc1[nH]c(C(=O)c2ccccc2)c(-c2ccc(O)cc2)c1C(=O)NCCc1c[nH]c2ccccc12,-15
C[C@H]1[C@@H](NC(=O)c2ccc(Cl)cc2)CC[C@@]23CCCN2C(=O)CCC[C@@H]13,-6

# In another format: entries from further up
Molecule	PrPC surface inh
C[C@H]1[C@@H](NS(=O)(=O)c2ccccc2[N+](=O)[O-])CC[C@@]23CCCN2C(=O)CCC[C@@H]13	-10
O=C(OCC#CCSc1nnc(-c2cccs2)o1)c1ccc(F)cc1	2
CO[C@H]([C@H](C)/C=C/N(C)C=O)[C@@H](C)C(=O)CC[C@H](C)[C@H](O)[C@H](C)[C@H]1OC(=O)/C=C/C(C)=C/C[C@H](O)C[C@@H]2C=CC[C@@H](C[C@H](OC)[C@@]3(CO3)[C@@H](OC)C[C@@H](OC)[C@@H]1C)O2	41*
CCC[C@H]1[C@@H](NC(=O)c2cccc(Cl)c2)CC[C@@]23CCCN2C(=O)CCC[C@@H]13	4
COc1cc(O)c([C@@H](CC(=O)N2CC(C)CC(C)C2)c2ccc3c(c2)OCO3)c(OC)c1 (stereo not given in full)	1

# By substructure, the compounds so far with a COOH group
SMILES,PrPC surface inh
C#CCOCCOCCOCCNc1nc(N2CCOCC2)nc(N2CCN(C(=O)[C@H](CCC(=O)O)n3cc(C(N)CC(C)C)nn3)CC2)n1 (stereo not given in full),-10
CC(C)C(NC(=O)[C@H](Cc1ccc(O)cc1)NC(=O)OC(C)(C)C)P(=O)(O)OC(Cc1ccccc1)C(=O)O (stereo not given in full),-2

# Next part
SMILES,PrPC surface inh
CC(c1ccccc1)N1CC[C@H]2C=CC[C@@H](C(=O)Nc3ccc(F)c(F)c3)[C@H]2C1=O (stereo not given in full),6
c1cncc(CNc2ccnc(-c3ccc4c(c3)OCO4)n2)c1,5
CC(C)COc1ccc(-c2csc(N3CCC(C(N)=O)CC3)n2)cc1,2
O=C(Nc1ccc(NC(=O)c2ccccc2Cl)c(Cl)c1)c1ccccn1,-4
CCOc1ccc(Oc2c(Cl)cnn(-c3ccc(C)cc3)c2=O)cc1,-11
O=[N+]([O-])c1cccc2[nH]c(CNc3nc(N4CCOCC4)nc4c3ncn4-c3ccsc3)nc12,14
Fc1c(-c2ccc3ncnc(NCc4cccs4)c3c2)ccc2c1OCO2,3
